GLP1R ag = qHTS of GLP-1 Receptor Agonists | Glucagon-like peptide 1 receptor (Homo sapiens), P43220 | HEK293 GLP-1R CRE-luciferase, luminescence, 4-6 h; cells express a hypersensitive GLP-1R form | Potency, µM (series often up to 45.6 µM), inactives show at the top dose activation, usual class: activators | 0.007% of 380,000 active | AID 624172, 2012; note: potency is the fitted concentration of half-maximal effect; % of control where 0% means no effect
Target sequence (P43220 whole entry, looked up): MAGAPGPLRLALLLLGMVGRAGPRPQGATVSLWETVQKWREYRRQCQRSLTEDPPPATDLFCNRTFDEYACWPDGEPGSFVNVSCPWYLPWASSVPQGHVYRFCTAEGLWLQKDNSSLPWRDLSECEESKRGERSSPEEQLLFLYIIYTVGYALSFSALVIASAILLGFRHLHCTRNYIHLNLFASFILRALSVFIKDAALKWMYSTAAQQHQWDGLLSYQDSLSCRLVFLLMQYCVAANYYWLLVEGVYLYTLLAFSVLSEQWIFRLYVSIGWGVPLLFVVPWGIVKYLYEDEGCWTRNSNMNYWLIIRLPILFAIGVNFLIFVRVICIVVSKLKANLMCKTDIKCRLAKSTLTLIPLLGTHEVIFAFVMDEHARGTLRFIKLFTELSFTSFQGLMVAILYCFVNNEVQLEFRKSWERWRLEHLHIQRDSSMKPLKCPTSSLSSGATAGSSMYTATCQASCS
D3 ag = qHTS of D3 Dopamine Receptor Agonist: qHTS | D(3) dopamine receptor (Homo sapiens), P35462 | D3R DiscoveRx beta-arrestin cells, luminescence, 90 min | max activation, % | 0.58% of 410,000 active | AID 652048, 2013; in the data active = max activation above about 30%; note: 0% is about no effect; mostly tested at two doses, the higher about 12 µM
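Cells at 1500/well, incubated overnight, then treated with pinned compounds (dopamine as control) for 90 min at 37 degrees C. DiscoveRx reagent added for 30 - 60 minutes at room temperature; luminescence read.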
PTHR1 ag = qHTS for PTHR1 Agonists: Primary Screen; Parathyroid hormone/parathyroid hormone-related peptide receptor (Homo sapiens), Q03431; HEK293 GP2 PTHR1 cells, GloSensor cAMP luminescence, 1 h; Potency, µM (highest dose often 115 µM), for inactives: at the highest dose activation, hits mostly activators; 0.075% of 410,000 active; AID 743266, 2014; note: potency is the fitted concentration of half-maximal effect; nearly all actives have a fitted effect of over 55% in size; some results filed as inactive show a strong effect at the top dose; inactives centre near -15; many of its hits are not listed in these tables
Target sequence (Q03431 whole entry, looked up): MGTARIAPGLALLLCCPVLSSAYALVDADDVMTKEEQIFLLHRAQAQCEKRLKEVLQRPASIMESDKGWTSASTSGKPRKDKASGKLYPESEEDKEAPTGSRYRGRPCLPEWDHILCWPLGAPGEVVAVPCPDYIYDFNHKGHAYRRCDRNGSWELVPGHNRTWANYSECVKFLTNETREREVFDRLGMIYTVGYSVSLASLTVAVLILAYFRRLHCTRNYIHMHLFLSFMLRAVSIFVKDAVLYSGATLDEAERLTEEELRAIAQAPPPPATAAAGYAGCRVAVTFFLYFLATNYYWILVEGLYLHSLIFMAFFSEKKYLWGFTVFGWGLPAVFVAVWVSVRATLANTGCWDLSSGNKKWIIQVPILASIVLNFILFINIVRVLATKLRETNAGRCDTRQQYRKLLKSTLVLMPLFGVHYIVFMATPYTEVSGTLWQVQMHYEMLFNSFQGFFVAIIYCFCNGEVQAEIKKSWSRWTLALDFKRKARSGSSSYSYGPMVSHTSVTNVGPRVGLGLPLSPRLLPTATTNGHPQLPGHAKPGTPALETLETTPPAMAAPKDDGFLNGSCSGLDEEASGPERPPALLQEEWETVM
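HEK-293-derived GP2 cells expressing PTHR1 and a GloSensor cAMP reporter, 3,000/well, plated overnight, given luciferin plus IBMX (each 0.5 mM as added) for 1 h at 37 °C, then compound for 1 h at 37 °C. Luminescence was read after 15 min at room temperature.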
TDP-43 yeast inh = qHTS of TDP-43 Inhibitors. TDP-43 expressing yeast growth rescue, BacTiter-Glo, 24 h. Potency, µM (series often up to 46.1 µM), without a hit: top-dose growth rescue (activation), hits mostly activators. 1.8% of 410,000 active. AID 652104, 2013; note: potency is the fitted concentration of half-maximal effect; % of control where 0% means no effect; nearly all actives have a fitted effect of over 50% in size
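In this qHTS, compounds that restore growth of yeast expressing TDP-43 appear as activators. Cells (OD600=0.02, galactose medium, raffinose-pregrown) are incubated with compound 24 hr at 30 deg C and growth is quantified by BacTiter-Glo.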
GLP-1R inv ag = qHTS of GLP-1 Receptor Inverse Agonists (Inhibition Mode); Glucagon-like peptide 1 receptor (Homo sapiens), P43220; HEK293 GLP-1R CRE-luciferase, luminescence, 24 h; GLP-1R form is constitutively active; Potency, µM (top dose mostly 38.3 µM), inactives show at the top dose activity change, negative = inhibition, usual class: inhibitors; 1.6% of 410,000 active; AID 624417, 2012; note: potency is the fitted concentration of half-maximal effect; % is set by controls: 0 for no effect and ±100 for the full control effect; nearly all actives have a fitted effect of over 55% in size
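Luminescence readout: a drop in cAMP-driven luciferase signal flags inverse agonism at a constitutively active GLP-1R stably expressed in HEK293. Compound exposure lasted 24 hr at 37 deg C, 5% CO2.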
KB-V1 MDR tox = qHTS assay for MDR1-selective chemotherapeutics: Primary screen using the drug-selected MDR subline cells KB-V1. KB-V1 MDR cells viability, CellTiter-Glo, 72 h. Potency, µM (series often up to 46.1 µM), without a hit: at the highest dose activity change, negative = cytotoxicity, usual class: cytotoxic. 3.4% of 400,000 active; note: potency is the fitted concentration of half-maximal effect; % is set by controls: 0 for no effect and ±100 for the full control effect; nearly all actives have a fitted effect of over 60% in size
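qHTS viability screen in drug-selected KB-V1 MDR cells: 72 h compound treatment at 37 degrees C, ATP luminescence end point.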
aSyn yeast inh = qHTS of alpha-syn Inhibitors. Yeast expressing alpha-synuclein, growth rescue, BacTiter-Glo, 24 h. Potency, µM (highest dose often 46.1 µM), inactives show top-dose growth rescue (activation), most hits filed as activators. 0.14% of 370,000 active; note: potency is the fitted concentration of half-maximal effect; % of control where 0% means no effect; nearly all actives have a fitted effect of over 65% in size
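Galactose-induced alpha-syn yeast (OD600=0.02, raffinose-pregrown) + pinned cpd, 24 hr, 30 deg C; growth by BacTiter-Glo luminescence. Growth restoration scores as activation.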
D3 antag = qHTS of D3 Dopamine Receptor Antagonist: qHTS; D(3) dopamine receptor (Homo sapiens), P35462; D3R cells, DiscoveRx beta-arrestin luminescence, antagonist mode; stronger effect = lower value; max response, negative = inhibition, %; 2.5% of 360,000 active; in the data active = max response below about -50%; inconclusive = no clear call, values can overlap the other calls; note: % is set by controls: 0 for no effect and ±100 for the full control effect; mostly tested at two doses, the higher about 12 µM
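Cells plated overnight at 1500 cells/well, then exposed to library compounds with dopamine controls for 90 minutes at 37 degrees C. DiscoveRx reagent added for 30–60 minutes at room temperature; luminescence read, quantitative HTS format.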
HEK293 tox = qHTS of GLP-1 Receptor Inverse Agonists: Cytotox Screen; 0.13% of 410,000 active; AID 624418, 2012; Potency, µM (series often up to 38.3 µM), for the others: top-dose activity change, negative = inhibition, hits mostly inhibitors; HEK293 cAMP-luciferase reporter cells, luminescence, 24 h;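 note: loss of luciferase light is scored as toxicity; potency is the fitted concentration of half-maximal effect; % is set by controls: 0 for no effect and ±100 for the full control effect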
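A 23 nL compound transfer followed 12 hours of cell culture at 37 deg C; exposure then lasted 24 hr. Luciferase assay detection reagent was dispensed and plates read for luminescence after a 12 min room-temperature wait.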
The depositor's hits bear a star; i = inactive; ? = inconclusive; . = not tested or not shown; [ ] = dose if it differs, or a comment. Unless noted, calls come from the whole dose curve; as a rule, active = well fitted curve in the direction sought with a large enough effect; inconclusive = small, poorly fitted or top-dose-only effect, or another doubt; inactive = no such curve, though single readings can be large; an effect the other way counts as inactive or inconclusive.

Each structure is followed by: D3 ag	GLP1R ag	GLP-1R inv ag	PTHR1 ag	KB-V1 MDR tox	HEK293 tox	D3 antag	aSyn yeast inh	TDP-43 yeast inh
CC(=O)Nc1ccc(Nc2ccc(N3C(=O)CCCC3=O)cc2[N+](=O)[O-])cc1
  -1.5	0.1%	2.6%	i	27.5%	?	-10.3	-14.1%	0.8%
Cc1ccccc1C(=O)NCC(=O)OC(C)C(=O)Nc1ccnn1C(C)C (stereo not given)
  5.5	-6.9%	16.7%	i	27.2%	12.5%	3.9	-1.3%	9.3%
O=S(=O)(Nc1ncccn1)c1ccc(Nc2ncnc3ccccc23)cc1
  -2.0	-6.7%	7.1%	23.1%[57.5 µM]	8.7%	-8.8%	-11.0	0.8%	-6.0%
S=C(NCCc1ccc(Cl)cc1)NC1CCCCC1
  -3.6	-0.6%	?	-35.6%[inhibitor]	?	?	?	-6.7%	0.0%
COc1ccc(Cl)cc1-n1c(C)cc(C(=O)OCC(=O)N2CC(=O)Nc3ccccc32)c1C
  -0.4	11.9%	10µM*	-9.2%	-10.1%	-1.2%	-5.7	15.9%	6.0%
O=C(NCc1ccccc1Cl)[C@H]1CCCN1C(=O)[C@H]1CCCN1C(=O)c1cccs1
  2.9	1.0%	7.8%	-4.2%	?	5.0%	-0.6	-12.5%	?
COc1cc(NC(=O)C2CCN(S(=O)(=O)c3c(C)noc3/C=C/c3c(C)cc(C)cc3C)CC2)cc(OC)c1
  0.1	.	-11.7%	i	.	-0.3%	.	.	12.5%
O=C(c1cccc(S(=O)(=O)N2CCCCCC2)c1)N1CCN(c2ccccc2F)CC1
  -0.6	-1.0%	?	-33.5%[inhibitor]	?	1.0%	-2.5	8.1%	?
COc1ccc(NC(=S)N2CCC(C(=O)c3ccc(OC)cc3)CC2)cc1
  -1.5	-2.6%	?	-33.5%[inhibitor]	0.0%	-10.6%	2.8	-1.2%	?
Cc1ccc(S(=O)(=O)N2CCN(C(=O)C3=COCCO3)CC2)cc1C
  -4.5	9.4%	3.3%	-2.7%	-13.7%	11.4%	-17.9	-2.1%	6.1%
Cc1ccc(S(=O)(=O)N2CCN(C(=O)COC(=O)CCOc3cc(C)ccc3C)CC2)cc1
  2.6	-1.3%	?	-9.1%	-6.4%	-14.3%	15.7	4.8%	19.6%
COc1ccc(OC)c(-c2cc(C(=O)Nc3cc(C)n(Cc4ccc(Cl)cc4)n3)no2)c1
  3.6	-24.0%	7.2%	i	-7.3%	1.9%	0.0	-8.7%	-20.8%
CC(=O)NNc1cc(=O)c2c(=O)n(C)c(=O)n(C)c2[nH]1
  -1.3	10.3%	0.0%	?	-1.7%	-3.1%	-24.9	-5.3%	-17.0%
O=C(O)c1ccccc1SCc1ccc2c(c1)OCO2
  1.1	1.3%	5.7%	i	24.6%	4.0%	-11.5	14.2%	19.5%
Cc1ccc(NC(=O)c2cccs2)cc1
  0.1	10.4%	26.0%	-30.0%	?	-4.9%	?	-27.5%	-22.7%
Cc1ccc(F)c(S(=O)(=O)NC(=O)C2(C)CCN2C(=O)CCc2ccccc2)c1 (stereo not given)
  -2.0	-7.2%	7.1%	15.9%	0.0%	8.1%	0.0	10.0%	-15.7%
CCn1c(=N)n(CC(=O)C23CC4CC(CC(C4)C2)C3)c2ccccc21
  -7.9	-2.6%	?	-12.1%[57.5 µM]	0.0%	3.1%	16.8	8.0%	-18.0%
CC1(C(=O)O)Cc2ccccc2C(=O)O1 (stereo not given)
  -25.2	3.7%	17.9%	?	0.0%	14.1%	-21.0	-9.4%	0.0%
COc1cc2c(cc1OC)C(c1ccc(F)cc1)N(c1cccc(C#N)c1)C(=O)C2 (stereo not given)
  -18.1	.	1.1%	-10.3%	-11.3%	1.2%	.	.	11.1%
O=C(/C=C/[C@H]1O[C@@H](n2ccc(=O)[nH]c2=O)[C@H](O)[C@@H]1O)NC1CCN(Cc2ccccc2)C1 (stereo not given in full)
  6.7	3.3%	32.1%	-18.3%	13.1%	2.4%	12.8	-7.2%	22.5%
Cc1ccc(S(=O)(=O)NCCSc2nnnn2-c2ccc(Cl)c(C(=O)O)c2)cc1
  -3.1	-0.3%	4.3%	-5.5%	?	1.3%	.	.	-16.4%
Cc1cc(C)c2[nH]c(=O)c(=O)[nH]c2c1
  -0.8	5.4%	5.9%	i	3.0%	7.2%	16.9	-0.3%	8.0%
Cc1nc2sc3c(c2c(=O)[nH]1)CCC3
  1.7	4.9%	0.0%	i	10.5%	-19.8%	18.6	-3.8%	?
c1cc2c(cc1C1=Nn3c(nnc3C3CCCCC3)SC1)OCO2
  0.3	?	98.4%[activator]	-30.6%[inhibitor]	?	18.6%	-3.7	.	28.1%
CCOC(=O)[C@]12CCCC=C1N(Cc1ccco1)C(=O)[C@H](CC(=O)NCCCCc1ccccc1)C2
  -5.8	-0.7%	?	i	14.6µM*	6.6%	-23.1	1.7%	11.4%
O=C(Cn1cc(C(=O)C(F)(F)F)c2cc(Br)ccc21)N1CCOCC1
  -2.3	-0.8%	?	-2.9%	-12.4%	-21.1%	-14.9	-4.2%	13.3%
Cc1ccc(NC(=O)CSc2nc3c(c(=O)[nH]2)CN(Cc2ccccc2)CC3)cc1Cl
  -16.7	.	5.0%	i	?	10.1%	.	.	5.7%
CCC(C(=O)N1CCOCC1)n1c2ccccc2c2nc(=O)cc(C)n21 (stereo not given)
  0.7	-1.3%	35.1%[activator]	-12.8%	0.1%	12.4%	-7.3	1.5%	-0.6%
CCC(=O)OCc1cc(=O)n2nc(C3CC3)sc2n1
  -16.8	.	11.8%	i	-0.9%	-0.2%	.	.	-0.8%
Cc1cc(C)nc(-n2nc(C)c3c2NC(=O)CC3c2cc(F)ccc2F)n1 (stereo not given)
  7.5	.	7.9%	-9.6%	0.7%	-5.5%	.	.	11.0%[9.22 µM]
O=C(COc1ccc(F)c(Cl)c1)c1ccc[nH]1
  2.7	-0.6%	-19.8%	-7.7%[57.5 µM]	-0.6%	-5.8%	6.5	2.8%	26.0%
CCOc1ccccc1NC(=O)CSc1nnc(CNC(=O)c2cccs2)o1
  9.6	0.8%	-17.0%	i	-6.0%	-8.7%	-0.7	6.0%	11.7%
CCOC(=O)c1c(-c2ccc(F)cc2)cn2ccccc12
  -8.5	7.4%	20.6%	i	-12.6%	12.3%	-25.3	-8.1%	8.6%
O=C(CC1OC(=O)c2ccccc21)Nc1ccc(Cl)c(S(=O)(=O)N2CCCCC2)c1 (stereo not given)
  -18.5	8.7%	?	-36.9%[inhibitor]	?	8.6%	-23.3	-5.2%	-11.6%
Cc1ccc(CNc2nc(-c3ccco3)nn2C(=O)c2ccccc2[N+](=O)[O-])cc1
  0.4	.	?	-12.8%	?	6.0%	.	.	6.2%
N#CC1=C(N)Oc2n[nH]c(-c3cccs3)c2C1c1ccccc1C(=O)O (stereo not given)
  1.1	-0.5%	-7.0%	-16.3%	3.6%	0.9%	4.2	8.4%	-4.4%
O=C(Nc1cnccn1)c1cccnc1
  -18.3	-8.9%	2.2%	i	-17.0%	2.6%	-19.0	-2.1%	-14.3%
CN(CC(=O)Nc1cccc(F)c1)C(=O)c1cc(-c2ccco2)nc2ccccc12
  -2.5	1.9%	?	-18.7%	0.0%	-2.9%	12.7	-11.1%	-21.2%
CCc1ccc(-c2cc(C)no2)cc1S(=O)(=O)N1CCC(C)CC1
  -1.6	21.8%	?	-31.4%[inhibitor]	?	-5.7%	-12.6	13.7%	11.8%
CCOC(=O)CNC(=O)Cn1cnc2c(cnn2-c2ccc(C)cc2)c1=O
  1.9	-1.3%	22.4%	-25.4%	4.4%	13.6%	3.8	-1.6%	-20.2%
CC(=O)n1cc([C@@H]2C=C(C(=O)O)O[C@H](OCc3ccc(CO)cc3)C2)c2ccccc21
  0.2	-1.4%	3.3%	-10.4%	19.1%	5.6%	0.6	-4.2%	-3.0%
O=C(Nc1ccccn1)N1CCOCC1
  -3.9	-8.5%	3.5%	i	1.8%	1.2%	3.2	-2.3%	18.8%
CC(C)(C)N(Cc1ccccc1)C(=O)COC(=O)/C=C/c1ccc2c(c1)OCO2
  -5.4	2.2%	1.5%	-77.4%[inhibitor]	-0.7%	6.3%	36.2	0.3%	-14.3%
O=C(c1ccco1)N1CCC(c2ccccc2)C1 (stereo not given)
  -2.2	0.6%	24.3%	i	?	3.5%	8.4	3.3%	12.4%
O=C(COc1ccccc1O)N1CCN(C(=O)c2ccco2)CC1
  4.7	5.0%	15.6%	-16.8%[57.5 µM]	16.4%	14.7%	-12.9	4.0%	-6.1%

Gathered by group: those above with a nitro group on carbon (2)
Each structure is followed by: D3 ag	GLP1R ag	GLP-1R inv ag	PTHR1 ag	KB-V1 MDR tox	HEK293 tox	D3 antag	aSyn yeast inh	TDP-43 yeast inh
CC(=O)Nc1ccc(Nc2ccc(N3C(=O)CCCC3=O)cc2[N+](=O)[O-])cc1
  -1.5	0.1%	2.6%	i	27.5%	?	-10.3	-14.1%	0.8%
Cc1ccc(CNc2nc(-c3ccco3)nn2C(=O)c2ccccc2[N+](=O)[O-])cc1
  0.4	.	?	-12.8%	?	6.0%	.	.	6.2%

High-throughput results: PubChem BioAssay, National Center for Advancing Translational Sciences (NCATS)

The list is partial. The share of hits here may be higher or lower than overall.
